POLB inh: DNA polymerase beta (human) inhibition; hit rate 1.3% among 340,000; AID 485314; Potency, µM (doses to about 114 µM), inactives show at the top dose activity change, negative = inhibition, actives largely listed as inhibitors; Pol beta primer extension/strand displacement, fluorescence kinetic; note: potency is the fitted concentration of half-maximal effect; % is set by controls: 0 for no effect and ±100 for the full control effect
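Preincubation: enzyme (10 nM) with compound, 15 min, RT. Reaction: substrate added to 50 nM final. Reads: 0 and 10 min. Analysis: normalized, Hill fit.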
Tb PGK inh: inhibitors of T. brucei phosphoglycerate kinase | PGK/GAPDH coupled, Kinase-Glo luminescence, 60 min | Potency, µM (series often up to 57.5 µM), inactives show at the top dose activity change, negative = inhibition, actives largely listed as inhibitors | hit rate 0.043% among 380,000 | AID 602233; note: potency is the fitted concentration of half-maximal effect; % is set by controls: 0 for no effect and ±100 for the full control effect; nearly all actives have a fitted effect of over 60% in size
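Recombinant glycosomal PGK reaction used 1,3-bisphosphoglycerate generated in-well by GAPDH (100nM final) in 100mM TEA pH 7.6, 5mM MgCl2, 0.01% Tween-20. After 60 minutes at room temperature, ATP was read by Kinase-Glo Plus luminescence end-point.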
RXFP1 antagonist: antagonists of human relaxin receptor RXFP1; AID 1259400; HEK293-RXFP1, relaxin-stimulated cAMP HTRF, 30 min; hits give low values; Q9HBX9; activity change, negative = inhibition, % at 57.5 µM; hit rate 0.59% among 350,000;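 active = activity change of -60% or lower, but not beyond a set lower limit; inconclusive = change between -60% and -40%, or beyond the set limit; inactive = change above -40%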; note: % is set by controls: 0 for no effect and ±100 for the full control effect
Pol kappa inh: DNA polymerase kappa (human) inhibition; Q9UBT6; purified Pol kappa, fluorescent DNA synthesis assay, 10 min; Potency, µM (doses to about 107 µM), for inactives: at the top dose activity, negative = inhibition, hits mostly inhibitors; hit rate 0.53% among 400,000; AID 588579; note: potency is the fitted concentration of half-maximal effect; % is set by controls: 0 for no effect and ±100 for the full control effect
Target sequence (Q9UBT6 whole entry, looked up): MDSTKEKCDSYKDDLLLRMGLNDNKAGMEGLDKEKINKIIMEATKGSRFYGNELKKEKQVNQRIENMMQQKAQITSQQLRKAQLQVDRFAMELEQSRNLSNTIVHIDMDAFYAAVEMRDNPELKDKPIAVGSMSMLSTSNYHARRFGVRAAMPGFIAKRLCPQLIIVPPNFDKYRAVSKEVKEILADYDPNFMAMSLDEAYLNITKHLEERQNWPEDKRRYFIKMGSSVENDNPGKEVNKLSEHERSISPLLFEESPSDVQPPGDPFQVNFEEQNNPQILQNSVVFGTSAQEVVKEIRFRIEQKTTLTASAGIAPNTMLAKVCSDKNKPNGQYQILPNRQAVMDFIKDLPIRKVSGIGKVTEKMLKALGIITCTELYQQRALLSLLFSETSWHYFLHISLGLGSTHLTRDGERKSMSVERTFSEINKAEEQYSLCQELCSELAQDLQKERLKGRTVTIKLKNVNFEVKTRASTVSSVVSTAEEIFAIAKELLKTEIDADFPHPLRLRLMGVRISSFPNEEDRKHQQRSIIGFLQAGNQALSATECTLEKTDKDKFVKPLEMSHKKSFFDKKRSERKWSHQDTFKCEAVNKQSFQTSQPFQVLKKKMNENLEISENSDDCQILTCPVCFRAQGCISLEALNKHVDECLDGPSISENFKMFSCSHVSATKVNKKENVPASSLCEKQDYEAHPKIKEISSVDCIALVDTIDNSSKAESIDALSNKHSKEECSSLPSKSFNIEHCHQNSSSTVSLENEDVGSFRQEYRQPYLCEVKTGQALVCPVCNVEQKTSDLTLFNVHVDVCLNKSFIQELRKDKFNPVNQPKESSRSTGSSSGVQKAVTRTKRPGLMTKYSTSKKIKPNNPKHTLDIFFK
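Kinetic fluorescence readout at 0 and 10 min followed reaction start with substrate at 50 nM final. Beforehand, enzyme (10 nM Pol kappa) stood 15 min with compound at room temperature; buffer-only wells were negative controls.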
Pol iota inh: inhibitors of human DNA polymerase iota. Q9UNA4. Pol iota fluorescent replication assay, 10 min. Potency, µM (titrated, usually from 115 µM), for inactives: at the top dose activity, negative = inhibition, hits mostly inhibitors. hit rate 1% among 390,000; note: potency is the fitted concentration of half-maximal effect
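Fluorescent replication assay read twice, at 0 min and 10 min after adding 50 nM (final) substrate. Enzyme (10 nM) and compounds were first incubated 15 min at room temperature; enzyme-free buffer wells were negative controls.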
APE1 inh: APE1 (human) endonuclease inhibition; P27695; recombinant APE1, TAMRA/BHQ-2 abasic DNA cleavage fluorescence; Potency, µM (titrated, usually from 65.8 µM), for inactives: at the top dose activity change, negative = inhibition, most hits filed as inhibitors; hit rate 0.35% among 350,000; AID 2517;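 note: potency is the fitted concentration of half-maximal effect; plate controls were vehicle for no effect and reference inhibitor for full effect; nearly all actives have a fitted effect of over 55% in size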
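Enzyme (0.75 nM final) and test compound are incubated 15 min at room temperature before adding 50 nM quenched THF abasic-site duplex. Cleavage dequenches TAMRA, followed at 525/598 nm over three reads one minute apart.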
POLH inh: inhibitors of human DNA polymerase eta | Q9Y253 | Potency, µM (doses to about 114 µM), without a hit: top-dose activity change, negative = inhibition, usual class: inhibitors | hit rate 1.2% among 390,000 | recombinant Pol eta, fluorescent DNA replication assay; note: potency is the fitted concentration of half-maximal effect; % is set by controls: 0 for no effect and ±100 for the full control effect
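Fluorescent replication assay: 50 nM final substrate added after a 15 min room-temperature compound preincubation with 10 nM enzyme. Signal taken at 0 min and again at 10 min.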
BLM inh: Bloom syndrome helicase (human) inhibition; AID 2528; Potency, µM (titrated, usually from 56.1 µM), inactives show top-dose activity change, negative = inhibition, actives largely listed as inhibitors; recombinant BLM DNA unwinding, fluorescence dequenching; P54132; hit rate 0.2% among 350,000;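 note: potency is the fitted concentration of half-maximal effect; plate controls were vehicle for no effect and no enzyme for full effect; nearly all actives have a fitted effect of over 35% in size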
Apoferritin bind: candidate novel general anesthetic via apoferritin binding | hit rate 0.074% among 350,000 | Potency, µM (series often up to 77.5 µM), without a hit: at the top dose activity change, negative = displacement, actives largely listed as inhibitors | AID 485281 | P02791 | apoferritin/1-aminoanthracene competitive binding, fluorescence; note: potency is the fitted concentration of half-maximal effect; % is set by controls: 0 for no effect and ±100 for the full control effect; nearly all actives have a fitted effect of over 20% in size
Target sequence (P02791 2-175 limits assumed): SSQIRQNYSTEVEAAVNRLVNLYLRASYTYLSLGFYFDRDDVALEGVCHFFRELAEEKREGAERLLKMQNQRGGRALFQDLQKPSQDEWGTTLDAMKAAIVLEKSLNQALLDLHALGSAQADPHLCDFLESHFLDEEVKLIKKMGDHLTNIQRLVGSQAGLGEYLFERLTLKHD
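Steps: apoferritin (10 uM) was premixed with half-saturated 1-AMA in PBS, compounds were pin-transferred, plates stood 10 min at room temperature, fluorescence was read at 380/535 nm, and curves were fitted with a Hill equation.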
Starred values were filed as active, the others as inactive; i = inactive; ? = inconclusive; nt = not tested or not shown; & = joins results of further samples; [ ] = remark or other dose. Unless noted, calls come from the whole dose curve; as a rule, active = well fitted curve in the direction sought with a large enough effect; inconclusive = small, poorly fitted or top-dose-only effect, or another doubt; inactive = no such curve, though single readings can be large; an effect the other way counts as inactive or inconclusive. These rows are one share of the data; rates above refer to the full screens.

SMILES	POLB inh	Tb PGK inh	RXFP1 antagonist	Pol kappa inh	Pol iota inh	APE1 inh	POLH inh	BLM inh	Apoferritin bind
CCOC(=O)CCC(NC(=O)CC(=O)NC(CCC(=O)OCC)C(=O)OCC)C(=O)OCC (stereo not given)	1%	-2%	-4	9%	26%	6%	-9%	10%	-1%
Cc1ccc2c(CN(C)Cc3ccc(Cl)cc3)cc(=O)oc2c1	6%	-2%	-13	5%	61%[activator]	3%	-22%	-8%	-8%
Nc1cc(=O)[nH]c(SCC(=O)N2CCc3ccccc3C2)n1	-16%	-2%	-10	0%	8%	-2%	-4%	-8%	-7%
CCOC(=O)c1cc(C(=O)OCC)c2ccccn2c1=O	32%	-8%	-3	-16%	21%	16%	-12%	-1%	286%[activator]
CS(=O)(=O)N(CC(=O)NCc1ccncc1)c1cc(Cl)ccc1Cl	-5%	-1%	-2	-9%	31%[activator]	5%	-8%	-2%	-2%
CCc1cc(CNC(=O)CC2C(=O)NCCN2Cc2c(F)cccc2Cl)on1 (stereo not given)	-15%	-4%	-13	-9%	41%[activator]	11%	-21%	-5%	-9%
CCC(=O)Nc1ccc(-c2ccc(N3CCCCC3)nn2)cc1	4%	-8%	-9	-7%	3%	15%	-15%	-19%	-14%
Clc1ccc(CN2CCN(c3ncccn3)CC2)cc1Cl	14%	-9%	?	3%	-3%	4%	-12%	-3%	2%
COC(=O)N[C@@H]1C[C@H]2[C@@H]3CC[C@H]4C[C@@H](OC)CC[C@]4(C)[C@H]3CC[C@@]12C	nt	-4%	nt	-15%	14%	-12%	-16%	nt	nt
Clc1ccc(-c2nnc(-c3ccccc3)nc2N2CCSCC2)cc1	0%	-5%	-19	-5%	21%	-2%	-18%	-5%	?
NCCC(=O)NCCc1cnc[nH]1	17%[57.1 µM]	-1%	nt	-2%	-10%	-2%	-4%	1%[21.4 µM]	-1%[29.3 µM]
COc1ccc(S(=O)(=O)NC(C(=O)OCC(=O)Nc2ccc(N3CCOCC3)cc2)C(C)C)cc1 (stereo not given)	nt	-5%	-4	1%	48%[activator]	nt	-19%	nt	nt
CC(C)C(OC(=O)c1cccc(S(=O)(=O)NCC(F)(F)F)c1)C(=O)NC(N)=O (stereo not given)	-27%	-6%	0	3%	65%[activator]	-2%	-16%	-1%	-11%
O=C(Cn1cnc2c(OCc3ccccc3)ncnc21)N[C@H](CO)Cc1cc2ccccc2[nH]1	nt	i	nt	5%	18%	9%	-8%	nt	nt
COc1ccc(NCc2cc3cc4c(cc3n(CC(=O)Nc3ccc(F)cc3)c2=O)OCCO4)cc1	5%	-2%	nt	0%	9%	nt	-15%	-2%	-1%
COc1ccc(C2C(C(C)=O)=C(O)C(=O)N2c2nccs2)cc1 (stereo not given)	12%	2%	-11	-14%	1%	-2%	-23%	-11%	-11%
CC(=O)NCCOc1cccc2ccccc12	1%	-2%	9	-16%	-9%[58.9 µM]	2%	-6%	6%	-1%
Cn1nc(C(=O)NC2CCCC2)c2ccccc2c1=O	nt	i	6	-4%	-28%	4%	0%	nt	nt
COc1cc(N)c2ncccc2c1Br	nt	3%	?	-27%	32µM*	nt	-4%	nt	nt
Cc1noc(C)c1S(=O)(=O)N(CC(=O)NCc1ccccc1Cl)c1ccc(C(C)C)cc1	19%	-2%	nt	6%	19%	nt	-28%	-6%	48%[activator]
Cc1ccc(C(=O)NCC(=O)OCC(=O)Nc2ccccc2[N+](=O)[O-])cc1	0%	-3%	-6	6%[60.1 µM]	-8%	5%	-19%	2%	-8%
CCc1nc2cccnc2n1-c1ccc(CC(=O)O)cc1	-1%	-2%	-5	-24%	64%[activator]	-5%	50µM*	-1%	5%
O=C(OC(C(=O)Nc1ccc(Cl)c(C(F)(F)F)c1)c1ccccc1)C1=COCCO1 (stereo not given)	1%	-3%	-26	-15%	8%	-12%	-26%	-10%	6%
N#C/C(=C1\CCCN1)c1nc(-c2ccccc2)cs1	-24%	5%[11.5 µM]	8	-14%	-5%	0%	-7%	-4%	-11%
O=C(NC(=S)NC1CCS(=O)(=O)C1)c1ccccc1 (stereo not given)	-8%	-12%	-7	20%	10%	30%	-16%	-2%	-4%
CN1C(=O)CC(C(=O)O)SC1=Nc1ccc(F)cc1 (stereo not given)	-2%	3%	-2	-2%	16%	3%	-12%	-9%	4%
CN(C)Cc1nnnn1-c1ccccc1	6%	-3%	-1	2%	53%[activator]	1%	-11%	-2%	-7%
CC(=O)Nc1sc(/C(C#N)=C/c2ccc(Cl)c(Cl)c2)nc1-c1ccc(C)cc1	25%	10%	4	4%[60.1 µM]	?	3%	-4%	-18%	9%
CCn1c(SCC(=O)NCC2CCCO2)nnc1-c1ccc(S(=O)(=O)N2CCN(C)CC2)cc1 (stereo not given)	0%	6%	-9	-3%	94%[activator]	0%	-9%	-2%	-2%
COc1ccc(C2=NN(C(=O)c3cccc([N+](=O)[O-])c3)C(c3cccc([N+](=O)[O-])c3)C2)cc1 (stereo not given)	3%	3%	0	13%	38%[activator]	-4%	-19%	-3%	-8%
O=S(=O)(NCc1ccco1)c1ccc(Cl)cc1Cl	25%	5%	17	-12%	-11%	8%	4%	1%	-8%
Cc1cccc(NC(=O)c2cc(CN3CCOCC3)on2)c1C	0%	1%	-8	-14%	43%[activator]	nt	-12%	1%	-1%
CCOC(=O)c1cc(S(=O)(=O)NC2CCC(C)CC2)cn1C (stereo not given)	16%	4%	1	-6%	14%	5%	-21%	-2%	4%
Cc1ccc2c(c1)N(S(=O)(=O)c1cc(-c3onc(C)c3C)ccc1C)CCO2	9%&-13%	-1%&-1%	-27	-10%&-7%	?	-12%	1%&-15%	-10%&-6%	60%&63%[activator]
Cc1nnc(SCC(=O)c2c(N)n(C3CC3)c(=O)[nH]c2=O)n1C	nt	-2%	-3	6%	23%	-8%	-10%	nt	nt
CC(C)n1cc(CN2CCC(C(=O)Nc3cccc(-c4cscn4)c3)CC2)cn1	5%	-9%	7	-2%	14%	-6%	7%	-11%	-5%
Cc1ccc(C)c(N2CCN(C(=O)CCC(=O)Nc3nnc(CC(C)C)s3)CC2)c1	13%	-2%	6	9%	-3%	33%	-19%	-1%	-7%
O=C(N/N=C/c1cccc(O)c1)c1ccc(-n2cnnn2)cc1	nt	-4%	-9	-10%	?	-12%	-14%	nt	nt
Cc1cc(NC(=O)CSc2nc3ccccc3c(=O)n2CCCC(=O)NCc2ccccc2)n[nH]1	1%	-3%	21	-18%	13%	-2%	-1%	4%	-7%
Cc1ccc(OCC(=O)N(Cc2cccc(Cl)c2)C2CCS(=O)(=O)C2)cc1C (stereo not given)	1%	-1%	-6	-9%	-20%	-2%	-22%	-7%	-3%
O=C(COC(=O)c1ccccc1C(=O)N1CCN(c2ccccc2)CC1)Nc1ccccc1	-6%	2%	-3	-3%	35%[activator]	?	-8%	-2%	-11%
Fc1ccc(-c2noc3ncnc(NCCCN4CCN(c5ccccc5)CC4)c23)cc1	16%	-6%	-10	-5%	-3%	nt	-5%	3%	-22%
CCCC(=O)N(CCc1ccccc1)Cc1nc2ccccc2c(=O)[nH]1	0%	i	2	-17%	-12%	-1%	-3%	-2%	-16%
CCN(CC(=O)NCc1ccc(F)cc1)C(=O)/C=C/c1ccc(OC)c(S(=O)(=O)NC(C)C)c1	0%	0%	-2	2%	24%	23%	-14%	2%	-11%
COc1ccc(C(=O)NC(CC(=O)O)c2cc([N+](=O)[O-])ccc2Cl)c(SC)c1 (stereo not given)	4%	0%	-10	-2%	3%	5%	4%	-4%	-5%
COc1cc(OC)c(NC(=O)Cn2cnc3sc(C)c(S(=O)(=O)N4CCOCC4)c3c2=O)cc1Cl	47%	-1%	-16	-3%	76%[activator]	5%	-7%	0%	-13%
COc1cc(NC(=O)CN2C(=O)C(c3ccc(C)cc3)=NC23CCCCC3)cc(OC)c1	0%	nt	-14	-3%	-24%	nt	nt	-15%	-15%
C=CCNc1nc(N(c2ccccc2)c2ccccc2)nc(-n2ccnc2)n1	6%	3%	-2	-4%	9%	-1%	-16%	-4%	-10%
CC(C)CC(=O)Nc1ccc(S(=O)(=O)Nc2cc3c(cc2N2CCOCC2)n(C)c(=O)c(=O)n3C)cc1	1%	-7%	nt	-3%	26%	nt	-15%	-2%	?
CC(C)CC(=O)NCC(c1ccc2c(c1)OCO2)N1CCN(c2ccccc2)CC1 (stereo not given)	5%	8%	-10	-6%[60.1 µM]	22%	nt	-18%	0%	-12%

Next entries
SMILES	POLB inh	Tb PGK inh	RXFP1 antagonist	Pol kappa inh	Pol iota inh	APE1 inh	POLH inh	BLM inh	Apoferritin bind
CCN1CCN(c2cc(C)c3cc(NC(=S)N4CCN(c5ccc(F)cc5)CC4)ccc3n2)CC1	3%	-6%	-25	-12%	53%[activator]	-1%	-21%	0%	2%
Cc1ccc(S(=O)(=O)N2CCN(CCOc3ccccc3)CC2)cc1	nt	-6%	-3	9%	19%	14%	-12%	nt	nt
CC(=O)Nc1cc2nc(C)n(Cc3ccccc3)c2nc1C	0%	-4%	-6	6%	61%[activator]	13%	-16%	-1%	2%
Cc1ccc(Sc2ccc(C(=O)N3CCOCC3)cc2[N+](=O)[O-])cc1	1%	-8%	1	-2%	-30%	19%	0%	-5%	1%
Cc1cc(C(=O)COc2ccccc2C(N)=O)c(C)n1CC1CCCO1 (stereo not given)	3%	-6%	-5	-8%	104%[activator]	-1%	-1%	-2%	-6%
O=C(NCCOc1ccccc1)C1CCCCC1	44%	-2%	-3	6%	-15%	3%	-8%	1%	-17%
CCCOc1ccc(-c2nc(N)n[nH]2)cc1	14%	13%	-2	-8%	3%	-2%	-16%	-3%	-11%

Bioassay records deposited in PubChem by National Center for Advancing Translational Sciences (NCATS).
